RTF Ca sens inh = cardiac RTF calcium sensitivity inhibitors, primary screen, biochemical, IANBD-TnC fluorescence, EC70 calcium. 0.12% of 340,000 active. inhibition, % at 7.15 µM. IANBD-labeled cardiac RTF, Ca2+ fluorescence;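 active = inhibition above the mean inhibition of all tested compounds plus 3 SD, cut at about 17% in these data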;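 note: assay run at fixed EC70 calcium of 1.6 mM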
NSD2 HMT inh = NSD2 histone methyltransferase inhibitors, primary screen, biochemical, AlphaScreen, single concentration, set 2; 0.54% of 310,000 active; inhibition, % at 12.5 µM; AID 743445, 2014; NSD2 peptide methylation, 120 min; Histone-lysine N-methyltransferase NSD2 (Homo sapiens), O96028; in the data active = inhibition above about 50%
SR-BI DiI-HDL act = activators of SR-BI mediated DiI-HDL uptake, primary screen, ldlA[mSR-BI] CHO cells, DiI fluorescence | 3 h; 100 = double the neutral-control signal | activation, % at 12.5 µM | AID 504775, 2011 | 0.096% of 320,000 active;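 active = mean replicate activation of at least 60% and every replicate at or above 60%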;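 note: 0% = median plate neutral-control signal and 100% = twice that signal; values of inactives mirror those of a sister screen read the other way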
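system = CHO ldlA[mSR-BI] cells, LDL receptor-null, SR-BI overexpressing | medium = Ham's F12 with 0.5% BSA, HEPES 25 mM, pH 7.4 | probe or stimulus = DiI-HDL 10 µg/mL | compound dosing = single-point compound dose | incubation = compound exposure 3 h, 37 °C | technique = DiI fluorescence, bottom read | read-out = cell-associated DiI fluorescence as measure of HDL uptake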
SR-BI DiI inh = inhibitors of SR-BI mediated HDL lipid uptake, primary screen, ldlA[mSR-BI] cells, fluorescence, single point; inhibition, % at 12.5 µM; 0.96% of 320,000 active; ldlA[mSR-BI] CHO cells, DiI-HDL uptake fluorescence, 3 h;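 active = mean replicate inhibition of at least 70% and a set share of replicates each scoring 70 or more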;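 note: 0% = median of neutral control wells and 100% = median of positive control wells; values of inactives mirror those of a sister screen read the other way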
Target sequence (Q61009 whole entry, looked up): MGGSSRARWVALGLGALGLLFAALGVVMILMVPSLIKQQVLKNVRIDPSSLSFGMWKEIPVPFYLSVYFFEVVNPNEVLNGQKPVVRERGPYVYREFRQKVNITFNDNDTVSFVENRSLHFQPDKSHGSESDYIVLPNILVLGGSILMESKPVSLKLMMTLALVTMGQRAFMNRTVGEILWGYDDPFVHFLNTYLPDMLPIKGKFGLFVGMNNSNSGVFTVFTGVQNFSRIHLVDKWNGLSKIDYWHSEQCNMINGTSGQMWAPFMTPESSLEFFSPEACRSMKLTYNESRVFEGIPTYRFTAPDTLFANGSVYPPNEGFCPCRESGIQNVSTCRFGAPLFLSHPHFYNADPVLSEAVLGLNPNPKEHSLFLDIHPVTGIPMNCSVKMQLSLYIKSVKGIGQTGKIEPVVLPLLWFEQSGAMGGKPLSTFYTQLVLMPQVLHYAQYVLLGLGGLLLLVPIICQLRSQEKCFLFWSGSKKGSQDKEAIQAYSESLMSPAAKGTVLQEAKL
DAGLB inh = DAGLB lipase inhibitors, primary screen, biochemical, fluorescence, HTS | Diacylglycerol lipase-beta (Homo sapiens), Q8NCG7 | HEK293T DAGLB membrane lysate, EnzChek fluorogenic substrate | inhibition, % at 5.17 µM | 0.059% of 340,000 active | AID 504411, 2011; in the data active = inhibition above about 34%;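 note: 0% = enzyme with vehicle and 100% = wells lacking enzyme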
PvdQ inh = P. aeruginosa PvdQ acylase inhibitors, primary screen, biochemical, fluorescence, plate reader and imaging, single point | AID 488965, 2010 | inhibition, % at 10 µM | 0.063% of 340,000 active | PvdQ acylase [Pseudomonas aeruginosa LESB58] | purified PvdQ acylase; in the data active = inhibition above about 30%, passing the limit was not always enough;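 note: 0% = vehicle neutral wells and 100% = reference inhibitor wells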
Arr AP2 block = inhibitors of beta-arrestin/AP2 binding, primary screen, biochemical, GPCR trafficking, flow cytometry | beta-arrestin 1 C-terminal peptide binding to AP2 beta2-adaptin appendage (human) | AID 504490, 2011 | inhibition, % at 10 µM | 0.31% of 340,000 active | FITC-arrestin peptide / GST-AP2 beads; AP2 beta2 appendage carries R879A mutation;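 active = inhibition above a set limit, near 3 SD of compounds lacking own fluorescence, cut at about 54% in these data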;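 note: plate controls were DMSO wells for no effect and 5 µM unlabelled arrestin peptide for full effect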
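Measured by: flow cytometry, FL1 (488/535 nm); Material: AP2 appendage R879A on GSH beads; Evaluation: percent response; Timing: pre-incubation 12 min, peptide binding 1 h, room temperature; Also added: 50 nM FITC-arrestin peptide; Medium: PBS with 0.05% Tween 20 and 0.1% BSA.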
PKA-R2B activ = activators of PKA-R2B holoenzyme, primary screen, biochemical, fluorescence polarization, Cy5-IP20, human; cAMP-dependent protein kinase catalytic subunit beta (Homo sapiens) + cAMP-dependent …; PKA-R2B holoenzyme dissociation; R2B truncated from residue 108, S112A mutant; 0% DMSO only, 100% 113 µM cGMP; activation, % at 11.4 µM; 0.079% of 340,000 active;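 active = activation above a cutoff set at the mean over all compounds plus 3 SD, cut at about 18% in these data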;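 note: higher means more holoenzyme dissociation and a rise in polarization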
Keap1 Nrf2 FP = Keap1-Nrf2 protein-protein interaction inhibitors, primary screen, biochemical, fluorescence polarization, single point; Keap1 Kelch-Nrf2 peptide fluorescence polarization, 1536-well; inhibition, % at 9.4 µM; 0.15% of 340,000 active; AID 504523, 2011; in the data active = inhibition above about 12%;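 note: human Keap1 Kelch domain with fluorescein labeled Nrf2 9mer peptide probe; 0% = neutral control wells and 100% = peptide positive control; higher means more block of Keap1 binding to Nrf2 peptide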
Target sequence (Q14145 whole entry, looked up, the tested form may be a part): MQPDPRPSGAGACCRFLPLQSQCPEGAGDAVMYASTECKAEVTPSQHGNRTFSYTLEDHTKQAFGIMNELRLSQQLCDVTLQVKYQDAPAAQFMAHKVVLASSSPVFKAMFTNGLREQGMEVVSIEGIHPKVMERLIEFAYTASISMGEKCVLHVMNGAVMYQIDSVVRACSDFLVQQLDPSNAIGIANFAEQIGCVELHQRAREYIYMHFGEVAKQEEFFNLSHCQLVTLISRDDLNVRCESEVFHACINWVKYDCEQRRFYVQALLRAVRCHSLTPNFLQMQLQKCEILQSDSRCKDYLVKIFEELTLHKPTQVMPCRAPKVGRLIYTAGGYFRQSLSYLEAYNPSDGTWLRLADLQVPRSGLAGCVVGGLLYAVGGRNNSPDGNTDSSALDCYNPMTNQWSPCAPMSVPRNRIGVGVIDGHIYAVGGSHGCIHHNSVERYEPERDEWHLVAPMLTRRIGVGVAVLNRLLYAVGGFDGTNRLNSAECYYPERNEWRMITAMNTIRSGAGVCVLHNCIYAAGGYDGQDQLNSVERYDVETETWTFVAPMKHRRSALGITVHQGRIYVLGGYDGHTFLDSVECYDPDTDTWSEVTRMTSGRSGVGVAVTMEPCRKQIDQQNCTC
C-LANA FP = inhibitors of KSHV C-LANA binding to DNA, primary screen, biochemical, fluorescence polarization, FAM-LBS DNA, MBP-C-LANA, single point; Kaposi's sarcoma herpesvirus LANA C-terminal domain (residues 932-1162) DNA binding; inhibition, % at 9 µM; 0.078% of 340,000 active;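 active = highest replicate inhibition at or above 60% at 9 µM, even if other replicates fall short; inactive = all replicates below 60% inhibition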;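 note: 0% = neutral control wells and 100% = 4 µM acridine orange control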
The depositor's hits bear a star; · = no result given.

SMILES	RTF Ca sens inh	NSD2 HMT inh	SR-BI DiI-HDL act	SR-BI DiI inh	DAGLB inh	PvdQ inh	Arr AP2 block	PKA-R2B activ	Keap1 Nrf2 FP	C-LANA FP
CSc1nnc(-c2cc3c(s2)-c2ccccc2CC3)o1	-5	-9	-23	23	-13	-24	-8	4	-3	-0.8
O=S(=O)(Cc1ccccc1Cl)N1CCCC1	1	1	19	-19	-2	10	1	-19	-4	-1.9
Cc1ccc(Cn2nc(-c3ccccc3)nc2-c2ccccc2)cc1	-3	-5	29	-29	-9	2	20	-7	-2	-0.6
O=[N+]([O-])c1cccc(CSc2nnc3ccccn23)c1	7	1	-3	3	2	-3	1	4	-6	-1.2
CN(CC(=O)Nc1cccc(F)c1)C(=O)c1cccc2ccccc12	-5	2	8	-8	1	-13	0	-1	-2	2.4
COc1ccc(/C=N/n2c(C)nc3sc(C)c(C)c3c2=O)cc1OC	-13	-2	2	-2	-4	-8	9	-9	1	0.1
COc1ccc(CCN(C)CCC(=O)Nc2cc(C)ccc2C)cc1OC	1	0	17	-17	-3	9	1	-1	-4	-0.4
CC(=O)Oc1ccc2cc(-c3ccccc3)c(=O)oc2c1	-3	0	4	-4	-2	-7	2	10	-7	2.9
O=Cc1cn(CC(=O)Nc2ccc3c(c2)OCO3)c2ccccc12	9	1	-4	4	-1	1	5	-8	-3	0.8
CCc1nnc(NC(=O)c2cc(C)oc2C)s1	2	0	-2	2	4	-11	10	4	0	-1.5
CCCCC(=O)Nc1ccc2oc(-c3cccnc3)nc2c1	-3	-3	1	-1	-2	-12	-4	-2	-4	-0.7
C[C@H]([C@@H](N)C(=O)N[C@@H](C(=O)O)[C@@H]1O[C@H](n2ccc(=O)[nH]c2=O)[C@@H](O)[C@H]1O)[C@@H](O)c1ccc(O)cn1	-5	·	-13	13	2	-11	-1	8	-7	4.7
CCCCC1=CC2=C(c3ccco3)C(=O)C(C)(OC(=O)c3ccc(OC)cc3)C(=O)C2=CN1Cc1ccc2c(c1)OCO2 (configuration not stated)	-17	·	-5	5	1	-7	2	-10	-7	-0.2
CCCCn1c(N)c(N(CCC(C)C)C(=O)c2ccc3c(c2)OCO3)c(=O)[nH]c1=O	3	0	19	-19	-2	5	9	4	-5	-12
CNC[C@H]1Oc2ccc(NC(=O)Cc3cn(C)c4ccccc34)cc2CC(=O)N([C@@H](C)CO)C[C@H]1C	-33	·	-15	15	-1	-11	5	-4	-12	-2.9
O=C(Nc1cccnc1)c1coc(=O)c2ccccc12	4	-4	39	-39	-1	-12	5	1	-4	-0.3
Cc1nn(C)cc1CNC(=O)c1cc2n(n1)C(C(F)(F)F)CC(c1cccs1)N2 (configuration not stated)	4	0	-23	24	2	-9	6	0	-1	0.5
Cc1cc(C(F)F)n2nc(C(=O)NCc3ccccc3F)nc2n1	-3	0	-1	1	-4	13	11	-8	2	1.3
COc1ccc(OC)c(C2C(C(=O)c3cccs3)=C(O)C(=O)N2CCN(C)C)c1 (configuration not stated)	3	1	25	-25	0	4	19	-14	3	-0.6
CCCCCn1c(=O)[nH]c2cc(C(=O)N3CCN(C(=O)OCC)CC3)ccc2c1=O	-11	1	·	·	4	-3	0	0	-4	-1.0
CN(C)S(=O)(=O)c1ccc(NC(=O)COc2cccc3c2OC(C)(C)C3)cc1	-4	0	-42	42	0	-9	16	8	4	0.1
COc1cc(-c2cc[n+](C)cc2)ccc1O	3	·	15	-15	-2	-10	7	-5	-2	-5.0
Cn1cccc1Cc1nnc(SCC(=O)Nc2ccc(F)cc2F)n1-c1ccc(F)cc1	-14	·	-15	15	0	-8	-2	-10	-4	-2.2
Cc1ccc(SCC(=O)Nc2cccc(-c3nnc(-c4ccco4)o3)c2)cc1	5	0	15	-15	-3	-4	-2	-3	1	0.7
COc1ccc(NS(=O)(=O)c2cccc(C(=O)N3CCCCCC3)c2)cc1	9	64*	-4	4	-2	-11	-3	1	-5	-0.1
CC(C)c1nccn1S(=O)(=O)c1cc(Cl)ccc1Cl	-1	2	15	-15	-2	2	5	-3	-1	1.0
Cc1ccc(CN2CCN(Cc3ccc(O)cc3)CC2CCO)o1 (configuration not stated)	0	-2	0	0	-1	-4	-3	-9	4	0.2
O=C(Nc1cc(C(F)(F)F)ccc1Cl)C(=O)N1CCCCC1	-15	0	30	-30	-5	-10	-2	-1	6	-2.6
CN(CCOc1ccc(Cl)cc1)C(=O)c1ccccc1SCC(=O)N1CCCC1	-9	0	-43	43	0	2	10	8	0	-0.5
CN(CC(=O)Nc1ccc(C(N)=O)cc1)CC(=O)Nc1ccccc1Br	-5	0	13	-13	-1	9	9	-8	2	0.5
CCOc1ccc(-c2cnc3n2CCCCC3)cc1	-5	0	1	-1	4	-2	3	-4	-5	0.5
NNC(=O)c1cnn(Cc2ccccc2)c1N	-1	-2	·	·	-1	-10	5	-3	-2	-0.3
O=C1C(Cc2ccccc2)Nc2ncnc(N3CCc4ccccc4C3)c2N1Cc1ccc(Cl)cc1 (configuration not stated)	-5	·	-7	7	10	-7	-4	2	-7	-0.9
CCC(=O)Nc1c(C#N)c2nc3ccccc3nc2n1-c1ccc(C)cc1	-4	43	·	·	-5	-12	2	-4	1	0.6
CCOc1ccc(N2C(=O)Nc3ccc(Br)cc3C2(O)C(=O)NCCN(C)C)cc1 (configuration not stated)	-13	-2	25	-25	-3	-8	4	8	-2	2.2
CCc1noc(C)c1C(=O)OCC(=O)Nc1ccc(F)cc1Cl	-2	-5	1	-1	-1	-4	1	-8	-1	-1.0

A second format for some results above.
RTF Ca sens inh | NSD2 HMT inh | SR-BI DiI-HDL act | SR-BI DiI inh | DAGLB inh | PvdQ inh | Arr AP2 block | PKA-R2B activ | Keap1 Nrf2 FP | C-LANA FP | mol
9 | 64* | -4 | 4 | -2 | -11 | -3 | 1 | -5 | -0.1 | COc1ccc(NS(=O)(=O)c2cccc(C(=O)N3CCCCCC3)c2)cc1
-1 | 2 | 15 | -15 | -2 | 2 | 5 | -3 | -1 | 1.0 | CC(C)c1nccn1S(=O)(=O)c1cc(Cl)ccc1Cl
0 | -2 | 0 | 0 | -1 | -4 | -3 | -9 | 4 | 0.2 | Cc1ccc(CN2CCN(Cc3ccc(O)cc3)CC2CCO)o1 (configuration not stated)
-15 | 0 | 30 | -30 | -5 | -10 | -2 | -1 | 6 | -2.6 | O=C(Nc1cc(C(F)(F)F)ccc1Cl)C(=O)N1CCCCC1
-9 | 0 | -43 | 43 | 0 | 2 | 10 | 8 | 0 | -0.5 | CN(CCOc1ccc(Cl)cc1)C(=O)c1ccccc1SCC(=O)N1CCCC1
-5 | 0 | 13 | -13 | -1 | 9 | 9 | -8 | 2 | 0.5 | CN(CC(=O)Nc1ccc(C(N)=O)cc1)CC(=O)Nc1ccccc1Br
-5 | 0 | 1 | -1 | 4 | -2 | 3 | -4 | -5 | 0.5 | CCOc1ccc(-c2cnc3n2CCCCC3)cc1
-1 | -2 | · | · | -1 | -10 | 5 | -3 | -2 | -0.3 | NNC(=O)c1cnn(Cc2ccccc2)c1N
-5 | · | -7 | 7 | 10 | -7 | -4 | 2 | -7 | -0.9 | O=C1C(Cc2ccccc2)Nc2ncnc(N3CCc4ccccc4C3)c2N1Cc1ccc(Cl)cc1 (configuration not stated)

Given with bars between the fields: entries from further up
structure | RTF Ca sens inh | NSD2 HMT inh | SR-BI DiI-HDL act | SR-BI DiI inh | DAGLB inh | PvdQ inh | Arr AP2 block | PKA-R2B activ | Keap1 Nrf2 FP | C-LANA FP
COc1ccc(CCN(C)CCC(=O)Nc2cc(C)ccc2C)cc1OC | 1 | 0 | 17 | -17 | -3 | 9 | 1 | -1 | -4 | -0.4
CC(=O)Oc1ccc2cc(-c3ccccc3)c(=O)oc2c1 | -3 | 0 | 4 | -4 | -2 | -7 | 2 | 10 | -7 | 2.9

Additional entries follow.
SMILES	RTF Ca sens inh	NSD2 HMT inh	SR-BI DiI-HDL act	SR-BI DiI inh	DAGLB inh	PvdQ inh	Arr AP2 block	PKA-R2B activ	Keap1 Nrf2 FP	C-LANA FP
O=C(N1CCCCC1)N1CCN(S(=O)(=O)c2ccc(Cl)cc2)CC1	-11	7	27	-27	-1	-2	-10	0	-3	-1.5
COc1ccc(NC(=O)CC2SC(=N)N(c3ccccc3)C2=O)c(OC)c1 (configuration not stated)	-24	-1	-20	20	1	-10	19	-2	-3	-1.6
COc1ccccc1NC(=O)c1sc2nc(-c3ccco3)ccc2c1N	-1	-6	-31	31	-4	-4	32	3	-2	1.6
COc1ccc(C2CC(=O)Oc3cc(C)c(Cl)c(C)c32)cc1 (configuration not stated)	4	·	-13	13	-5	-2	-12	-5	-1	-1.7
CCOC(=O)c1sc(NC(=O)CCN2CCOCC2)c(C(=O)OCC)c1C	-30	-12	13	-13	0	-14	-2	-7	-7	0.7
C=C1C(C(=O)Nc2ccc(OC)cc2)C1C(=O)Nc1ccc(OC)cc1 (configuration not stated)	5	2	7	-7	0	19	6	5	0	2.2
Cc1ccccc1C(=O)NC(=S)Nc1ccc(S(=O)(=O)N(C)c2ccccc2)cc1	0	11	-18	18	-7	9	17	5	-4	1.3
C=CCC(CC=C)(C(=O)O)c1ccccc1	-11	3	1	-1	1	-11	-3	7	-1	0.0
CCOc1ccc(/C=C2\SC(=O)N(CCNC(=O)CN3C(=O)NC4(CCCC4)C3=O)C2=O)cc1OC	-2	0	-20	20	-2	2	-1	-5	1	0.3
O=S(=O)(c1ccc(Cl)cc1)N1CCN=C1SCc1cccc(Cl)c1	5	-2	-15	15	-22	-5	21	0	-3	1.2
COc1ccc(/C=N/OC/C(O)=C(\C#N)c2nc3ccccc3[nH]2)cc1OC	-3	7	-7	7	5	-4	0	2	-1	1.5
Cc1ccccc1N1CCN(C2CCCN(C(=O)CCn3cnnn3)C2)CC1 (configuration not stated)	5	-1	2	-2	3	-8	40	4	0	1.2
COC(=O)c1ccn(CSc2cc(Cl)ccc2Cl)n1	0	-2	-22	22	-3	9	30	-1	3	0.5
Cc1ccccc1NC(=O)COC(=O)c1cccc(S(=O)(=O)N2CCCCC2)c1	-1	-2	-5	5	-6	2	1	-8	0	0.7

Source: PubChem BioAssay
